# Compound activity from PubChem.
# PMI act satM6P – PMI (human) activation, high substrate | P34949 | coupled PMI enzyme assay, resazurin fluorescence, 20 min; hits give high values; 1 = untreated enzyme, 0 = substrate-free blank | activation factor at 20 µM | hit rate 0.34% among 190,000;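 active = activation factor of 2 or more at 20 µM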
# Target sequence (P34949 whole entry, looked up): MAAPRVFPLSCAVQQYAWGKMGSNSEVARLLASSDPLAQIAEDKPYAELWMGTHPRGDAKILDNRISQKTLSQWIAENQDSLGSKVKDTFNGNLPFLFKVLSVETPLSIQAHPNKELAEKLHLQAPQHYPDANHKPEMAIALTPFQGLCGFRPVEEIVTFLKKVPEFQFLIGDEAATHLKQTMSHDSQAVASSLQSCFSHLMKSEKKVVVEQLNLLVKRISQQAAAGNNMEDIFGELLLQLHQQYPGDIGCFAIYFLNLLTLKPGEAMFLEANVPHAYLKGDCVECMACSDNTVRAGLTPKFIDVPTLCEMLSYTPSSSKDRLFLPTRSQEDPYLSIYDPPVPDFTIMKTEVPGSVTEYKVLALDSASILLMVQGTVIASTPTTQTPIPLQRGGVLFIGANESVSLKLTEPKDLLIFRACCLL
#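 Material: human phosphomannose isomerase with PGI, G6PDH, diaphorase coupling enzymes. Quantity: 15 ng/mL PMI. Medium: HEPES pH 7.4 buffer with MgCl2 and Tween-20. Reagent: Near-saturating mannose-6-phosphate, 1.0 mM. Compound: 20 µM single dose. Times: enzyme reaction with compound 20 min at room temperature. Detection: resorufin fluorescence at Ex 544/Em 590 nm.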
# Diaphorase inh – diaphorase inhibition or chemical oxidation counter-screen | diaphorase resazurin-to-resorufin fluorescence, NADH, 16 min; bacterial (C. kluyveri) enzyme, not human | inhibition, % at 20 µM | hit rate 0.69% among 190,000;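 active = primary screen inhibition at 20 µM above a set limit, cut at about 50% in these data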;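 note: plate controls were DMSO with full reaction for no effect and wells lacking NADH for full effect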
#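 controls = No-NADH positive control and DMSO neutral control | system = Clostridium kluyveri diaphorase enzyme | timing = reaction incubation of 16 min at room temperature | signal = resorufin fluorescence 544/590 nm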
# FLuc stim CS – affects firefly luciferase, flagging false hits in luciferase stimulation screens. P08659. AID 1027. ATPlite luciferase biochemical, luminescence, 10 min; 0 = ATP-free wells, 1 = DMSO control. 200,000 tested, under 10 active. activation factor at 10 µM;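 active = luciferase activation factor, scaled between plate controls, of at least 2 with compound at 10 µM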
# Target sequence (P08659 whole entry, looked up): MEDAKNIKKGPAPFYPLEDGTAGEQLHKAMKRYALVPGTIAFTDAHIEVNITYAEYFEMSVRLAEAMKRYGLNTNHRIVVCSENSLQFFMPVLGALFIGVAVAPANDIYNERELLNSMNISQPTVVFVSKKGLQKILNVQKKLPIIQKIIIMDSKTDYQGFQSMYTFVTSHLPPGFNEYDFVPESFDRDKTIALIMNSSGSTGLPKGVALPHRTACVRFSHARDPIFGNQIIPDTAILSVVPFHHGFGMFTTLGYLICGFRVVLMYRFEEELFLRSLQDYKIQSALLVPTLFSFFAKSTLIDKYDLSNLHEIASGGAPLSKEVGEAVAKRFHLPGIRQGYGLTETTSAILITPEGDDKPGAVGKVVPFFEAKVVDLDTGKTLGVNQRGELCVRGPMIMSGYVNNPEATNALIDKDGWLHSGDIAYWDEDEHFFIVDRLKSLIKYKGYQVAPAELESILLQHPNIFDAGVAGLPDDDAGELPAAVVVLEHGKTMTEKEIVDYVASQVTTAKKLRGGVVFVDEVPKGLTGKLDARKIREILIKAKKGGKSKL
#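 System: luciferase plus luciferin reagent, cell-free; medium: PBS as buffer for the ATP substrate; dosing: test compounds dosed from 2 mM stocks in 100% DMSO; timing: 10 min post-reagent at room temperature; measured by: luminescence measurement of luciferase light output; evaluation: luciferase activation, seen as luminescence increase over controls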
# HMGR II inh – inhibitors of class II HMG-CoA reductase from Enterococcus faecalis; purified E. faecalis HMGR, NADPH absorbance 340 nm kinetic; inhibition, % at 10 µM; hit rate 0.41% among 190,000; AID 1066;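 active = inhibition above a set limit, the median over all tested compounds plus 3 SD, cut at about 9.5% in these data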;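 note: enzyme runs in reverse so mevalonate oxidation gives rising NADPH absorbance; 0% = complete reaction with DMSO and 100% = background rate lacking mevalonate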
# TNAP inh hiacc – TNAP (human) inhibition, high acceptor; P05186; inhibition, % at 20 µM; purified TNAP, CDP-star luminescence, 1 M DEA; hit rate 0.03% among 200,000; AID 1135;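 active = over 50% inhibition of tissue-nonspecific alkaline phosphatase at 20 µM in the single-dose screen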;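 note: plate controls were DMSO wells for no effect and EDTA-quenched wells as full inhibition for full effect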
# PMI activator – activators of human phosphomannose isomerase; activation factor at 20 µM; hit rate 0.005% among 190,000; purified human PMI, coupled resazurin fluorescence, 20 min; hits give high values; 1 = vehicle control, 0 substrate-free wells; P34949;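 active = activation factor of 2 or more at 20 µM, relative to plate controls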
# G6PDH counter – L. mesenteroides G6PDH inhibition counter-screen; AID 1020; inhibition, % at 5 µM; hit rate 0.12% among 200,000; Purified L. mesenteroides G6PDH, diaphorase/resazurin coupled fluorescence, 45 min; in the data active = inhibition above about 50%
# TNAP act hiacc – TNAP (human) activation, high acceptor; P05186; purified TNAP, CDP-star luminescence, 1 M DEA, 30 min; hits give high values; 0 = EDTA background, 1 = DMSO-only activity; activation factor at 20 µM; 200,000 tested, under 10 active; AID 1136;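 active = activation factor at least 2 at 20 µM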
#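 Test system – human TNAP · Doses – 20 µM single point · Incubation – 30 min, room temperature · Signal – luminescent substrate turnover signal · Read-out basis – activation factor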
# Diaph act CS – diaphorase activation or chemical reduction counter-screen. activation factor at 20 µM. hit rate 0.005% among 190,000. Diaphorase/resazurin coupled assay, resorufin fluorescence, 16 min; hits give high values; 1 = vehicle wells, 0 = NADH-free wells;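 active = diaphorase activity raised at least twofold by the compound at 20 µM; inactive = activation factor below 2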
#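 Assay system: bacterial diaphorase enzyme (C. kluyveri) / Input: enzyme 0.07 U/mL final / Medium: 50 mM HEPES pH 7.4 with 4.542 mM MgCl2, 0.005% Tween 20 / Doses: single compound dose of 20 µM, 1% DMSO final / Incubation: 16 min enzyme reaction, ambient temperature / Signal: fluorescence, excitation 544 nm and emission 590 nm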
# TNAP inh no acc – blocks human TNAP activity with no phosphate acceptor present. P05186. purified TNAP, CDP-star luminescence, 30 min. hit rate 0.26% among 200,000. inhibition, % at 20 µM;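 active = tissue-nonspecific alkaline phosphatase inhibition above about 50% at 20 µM in the single-dose screen, limit read from the data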;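 note: 0% = DMSO negative control and 100% = EDTA positive control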
# Starred values were filed as active, the others as inactive.
# The first 2 compounds, to show the layout:
SMILES,PMI act satM6P,Diaphorase inh,FLuc stim CS,HMGR II inh,TNAP inh hiacc,PMI activator,G6PDH counter,TNAP act hiacc,Diaph act CS,TNAP inh no acc
Cc1nc2nc(-c3ccccc3)[nH]n2c(=O)c1C,0.9,5,0.9,-6,2,0.9,3,1,1,-4
COCCn1c(SCc2cc(C(C)=O)ccc2OC)nc2cc(Cl)ccc2c1=O,0.9,22,1.1,2,-1,0.8,5,1,0.8,-6

# Main list, from the start:
SMILES,PMI act satM6P,Diaphorase inh,FLuc stim CS,HMGR II inh,TNAP inh hiacc,PMI activator,G6PDH counter,TNAP act hiacc,Diaph act CS,TNAP inh no acc
Cc1nc2nc(-c3ccccc3)[nH]n2c(=O)c1C,0.9,5,0.9,-6,2,0.9,3,1,1,-4
COCCn1c(SCc2cc(C(C)=O)ccc2OC)nc2cc(Cl)ccc2c1=O,0.9,22,1.1,2,-1,0.8,5,1,0.8,-6
O=C(Nc1c2c(nn1-c1ccc(F)cc1)CS(=O)(=O)C2)C12CC3CC(CC(C3)C1)C2,0.9,0,1.1,-1,-5,0.9,5,1,1,-10
COc1ccc(OC)c(NC(=O)C2CCCN(S(=O)(=O)c3cccc4cccnc34)C2)c1 (stereo unspecified),0.9,22,1,-1,-1,1,0,1,0.8,-6
O=S(=O)(NC1CC1)c1ccc(S(=O)(=O)N2CCC3(CC2)OCCO3)cc1,1,19,1.1,-2,-6,0.9,6,1.1,0.8,-9
Cc1cccc(OCC(=O)Nc2ccc3c(c2)OCCO3)c1,0.9,10,0.5,-2,-2,0.9,-11,1,0.9,-8
CC1CCN(S(=O)(=O)c2cccc(C(=O)NCc3cccs3)c2)CC1,0.9,18,1.1,-2,-2,0.9,-3,1,0.8,-9
O=C(N/N=C1\CCc2ccccc21)c1ccccc1O,1.1,-4,0.1,-2,3,0.9,-15,1,1,1
O=C1C=CCC(/C=C/c2ccccc2)O1 (stereo unspecified),1,10,1,7,-2,1,7,1,0.9,-11
O=[N+]([O-])c1ccc(/C=C/C2=NN(c3ccccc3)C(c3ccco3)C2)cc1 (stereo unspecified),0.6,24,0.9,1,24,1,-2,0.8,0.8,32
Cc1csc(NC(=O)CSc2nnc(-c3ccoc3C)n2Cc2ccco2)n1,0.9,20,1,-6,1,0.9,1,1,0.8,-3
CC(C)(C)S(=O)(=O)c1cnc2c(-c3ccsc3)cnn2c1N,1.1,-8,0.9,2,2,1.1,6,1,1.1,-4
CCOC(=O)c1[nH]c2ccc(F)cc2c1NC(=O)CCN1CCSCC1,1,20,1.1,2,-5,0.9,1,1.1,0.8,-8
COc1ccccc1C/C(N)=N/OC(=O)COc1cccc(C)c1C,1,9,1,1,-2,1,-3,1,0.9,-7
CCOC(=O)COc1cc(OCC(=O)OCC)c2c(=O)cc(-c3ccccc3)oc2c1,1,20,1,-1,-6,1,1,1.1,0.8,-9
O=C(CN1c2ccccc2Sc2ccccc21)NNC(=S)Nc1ccc(Cl)cc1Cl,1,-4,1,-4,-3,1,6,1,1,-6
O=C(CSc1ccc2c(c1)OCCO2)Nc1cccc(S(=O)(=O)N2CCCCC2)c1,0.9,23,1,-4,-4,0.9,1,1,0.8,-31
CCCCCC(C)n1[nH]c(=O)cc1N (stereo unspecified),0.9,15,1,-3,-4,0.9,5,1,0.8,-8
O=C(c1c(Cl)nc2sccn12)N(C(=O)c1c(Cl)nc2sccn12)c1ccc(Cl)cn1,0.9,10,1,3,-1,0.9,8,1,0.9,-3
O=C(NCC1CCCO1)c1cc(S(=O)(=O)N2CCCC2)c(Cl)cc1Cl (stereo unspecified),0.9,18,1,-2,-2,0.9,22,1,0.8,-3
Cc1cccc(NC(=S)N(C)Cc2cn(C)c3ccccc23)c1,1,10,1,-9,1,0.8,7,1,0.9,-17
Cc1ccc(C)c(NS(=O)(=O)c2cc(C(=O)Nc3ccccc3-c3ccccc3)ccc2Cl)c1,1,2,1,-3,-3,0.9,2,1,1,-4
O=Cc1c(OCc2ccccc2)ccc2ccccc12,1,-1,0.8,2,-4,1,16,1,1,-3
CSc1nnc(C)c(/C=C/Nc2ccc(C)cc2)n1,0.9,21,1,-3,10,0.9,-6,0.9,0.8,16
COc1ccc(S(=O)(=O)Nc2ccc3c(c2)CCC3)cc1,1,14,1,-10,-4,1.1,1,1,0.9,-16
C/C(=N/N1CCN(c2ccccn2)CC1)c1cccc([N+](=O)[O-])c1,1,0,1.1,-3,-5,1.1,-3,1.1,1,9
O=C(NC1CCCCC1)N1CCN(CCc2ccccc2)CC1,1,22,1.1,4,-4,1,-14,1,0.8,7
CCOC(=O)c1cc(C#N)c(Oc2ccccc2OC)nc1-c1ccccc1,0.8,28,1.1,-10,0,0.8,-1,1,0.7,-2
O=C(O)c1ccc(N2C(=O)CC(SC(=Nc3ccccc3)Nc3ccccc3)C2=O)cc1 (stereo unspecified),1,12,1,-1,-5,1,0,1,0.9,-11
Cc1ccccc1-n1nnnc1SCC(C)C,1,7,1,2,-3,1,4,1,0.9,-6
CCn1cc(CNC(=O)NC2CCCCC2)c(C)n1,1,12,0.8,0,-7,1,0,1.1,0.9,-8
COc1cccc(C(C)NC(=O)Nc2cc(Cl)ccc2OC)c1 (stereo unspecified),1,6,1,-2,0,1,3,1,0.9,-13
NC(=O)c1ccccc1N/C=C/C(=O)c1ccc(Cl)cc1Cl,0.9,15,0,-6,-3,0.8,7,1,0.8,-3
COc1ccc(NC(=S)N2CCN(c3ccccn3)CC2)cc1,1,12,1.1,5,-3,0.9,3,1,0.9,-6
O=C(NC1CCCCC1)NC1(C(=O)N2CCN3CCCC3C2)CCCCC1 (stereo unspecified),1.1,1,1.1,-5,-9,1,-1,1.1,1,-70
COCCNC(=S)N/N=C(\C)c1ccc(C)c([N+](=O)[O-])c1,0.9,19,1,0,4,0.8,7,1,0.8,1
Cc1noc(/C=C/c2ccco2)c1S(=O)(=O)N1CCC(C(=O)N2CCc3ccccc3C2)CC1,0.9,19,1.1,2,1,1,8,1,0.8,4
CCCCn1c(NCc2ccccn2)nc2ccccc21,0.8,25,1,-7,0,0.9,9,1,0.8,1
Cc1cc2nnc(SC(C)C#N)n2c2ccccc12 (stereo unspecified),1.3,1,1,-6,-2,1.2,3,1,1,1
COc1ccc(CCNC(=O)c2cc(-c3ccco3)on2)cc1OC,1.1,2,1,-2,-4,1.1,7,1,1,1

# Compound profiles, as listed above. Values in the order: PMI act satM6P, Diaphorase inh, FLuc stim CS, HMGR II inh, TNAP inh hiacc, PMI activator, G6PDH counter, TNAP act hiacc, Diaph act CS, TNAP inh no acc
# CCOC(=O)COc1cc(OCC(=O)OCC)c2c(=O)cc(-c3ccccc3)oc2c1 across the screens: 1, 20, 1, -1, -6, 1, 1, 1.1, 0.8, -9
# COCCNC(=S)N/N=C(\C)c1ccc(C)c([N+](=O)[O-])c1 across the screens: 0.9, 19, 1, 0, 4, 0.8, 7, 1, 0.8, 1
# COc1ccc(S(=O)(=O)Nc2ccc3c(c2)CCC3)cc1 across the screens: 1, 14, 1, -10, -4, 1.1, 1, 1, 0.9, -16
# CCOC(=O)c1cc(C#N)c(Oc2ccccc2OC)nc1-c1ccccc1 across the screens: 0.8, 28, 1.1, -10, 0, 0.8, -1, 1, 0.7, -2
# Cc1ccc(C)c(NS(=O)(=O)c2cc(C(=O)Nc3ccccc3-c3ccccc3)ccc2Cl)c1 across the screens: 1, 2, 1, -3, -3, 0.9, 2, 1, 1, -4

# Remaining list, next part.
SMILES,PMI act satM6P,Diaphorase inh,FLuc stim CS,HMGR II inh,TNAP inh hiacc,PMI activator,G6PDH counter,TNAP act hiacc,Diaph act CS,TNAP inh no acc
CC1CC(C)CN(c2ncc3c(n2)CC(c2ccccc2)CC3=O)C1 (stereo unspecified),1,9,1,-1,-4,0.9,3,1,0.9,-5
CC(C)(C)NC(=O)c1cccc(NC(=O)Cc2ccc(Br)cc2)c1,0.9,21,1.1,-5,-7,1,2,1.1,0.8,-10
Cc1ccc(-n2cnnn2)c(S(=O)(=O)N2CCOCC2)c1,1.7,0,1,0,-2,1.4,5,1,1,-6
O=C(Nn1c(SCc2cccc([N+](=O)[O-])c2)nc2ccccc2c1=O)c1ccccc1,0.8,16,1,-4,-1,0.7,10,1,0.8,-10
CC1=C(C(=O)OC(C)C)C(c2ccncc2)n2ncnc2N1 (stereo unspecified),1,-4,1,-5,-11,0.9,9,1.1,1,-8
CCn1cc(C(=O)C(F)(F)F)c2ccccc21,1,4,1.1,-3,-3,1,1,1,1,-12
Cc1ccc(-c2nnc(N(C)C(=O)c3ccccn3)s2)cn1,1.1,0,1,-6,-5,1,-6,1,1,-3
O=C(NC(Nc1cc(C(F)(F)F)ccc1Cl)C(=O)c1ccccc1)c1ccccc1 (stereo unspecified),0.9,23,1.1,0,-1,0.8,-3,1,0.8,-6
CNC(=O)c1csc(-c2ccccc2)n1,1.1,-3,1,-3,-2,1,5,1,1,-9
Cn1c(/C(C#N)=N/O)nc2ccccc21,1.1,13,1.1,11*,-5,1,1,1.1,0.9,-14
Cc1ccc(NC(=O)CN2C(=O)S/C(=C\c3ccc(-c4cccc(C(=O)O)c4C)o3)C2=O)cc1C,1.2,110*,0.9,6,6,1.3,2,0.9,-0.1,-5
CC1CC(C)CN(c2ncc3c(n2)CC(c2ccccc2Cl)CC3=O)C1 (stereo unspecified),0.8,22,1.1,-3,-4,0.8,-2,1,0.8,0
O=C(NC1CCCCC1)C1CCC(CNS(=O)(=O)c2cccc3nsnc23)CC1 (stereo unspecified),1,9,1.1,4,-3,1,3,1,0.9,-13
CC(C)(C)NC(=O)CN(Cc1ccc2c(c1)OCO2)C(=O)CCC(=O)Nc1nccs1,1,14,1.1,-5,-4,1,8,1,0.9,-3
CC(C)(C)c1ccc(C(=O)C2CCCN(C(=O)CN3CCCC3=O)C2)cc1 (stereo unspecified),0.9,24,1,-2,-7,0.9,11,1.1,0.8,-8
N#CCCN(Cc1ccccc1)C(=S)NC(=O)c1ccccc1,0.8,23,1,0,-1,0.8,12,1,0.8,4
O=C(CN(C(=O)CNC(=O)c1cccs1)c1ccc2c(c1)OCCO2)NC1CCCC1,1,13,1,6,-3,0.9,-18,1,0.9,-10
COC(=O)CSCC(=O)Nc1cc2c(cc1C(C)=O)OCO2,1,2,1,7,-8,1.1,5,1.1,1,-11
COc1ccc(-n2c(=O)[nH]cc(C(=O)N3CCCc4ccccc43)c2=O)cc1,0.9,4,1,0,4,0.9,-5,1,1,0
CC(=O)Nc1cc(NC(C)=O)c(CC(C)C)s1,0.9,8,1,1,-2,0.9,4,1,0.9,-7
COc1ccc(C)cc1NC(=O)CN1CCN(C/C=C/c2ccccc2)CC1,1.1,-4,1,-6,-5,1,3,1.1,1,-3
